Anesthetic bind = binds horse apoferritin like a general anesthetic | apoferritin/1-aminoanthracene competitive binding, fluorescence | Potency, µM (series often up to 77.5 µM), for the others: top-dose activity change, negative = displacement, actives largely listed as inhibitors | hit rate 0.074% among 350,000; also: potency is read from the fitted curve at half-maximal effect; % is scaled to controls: 0 for no effect and ±100 for the full control effect; nearly all actives have a fitted effect of over 20% in size
Target sequence (P02791 2-175 limits assumed): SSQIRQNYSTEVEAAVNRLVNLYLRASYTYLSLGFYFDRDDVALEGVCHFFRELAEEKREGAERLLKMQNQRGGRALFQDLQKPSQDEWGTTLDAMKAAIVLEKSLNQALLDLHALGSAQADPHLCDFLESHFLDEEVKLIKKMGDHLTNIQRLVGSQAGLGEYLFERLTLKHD
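Concentration-response curves derived by four-parameter Hill fitting of normalized fluorescence, where compounds displaced 1-AMA from 10 uM horse apoferritin following a brief 10 min room-temperature incubation; propofol titration acted as positive control.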
D2 PAM = positive allosteric modulators of human D2 dopamine receptor. P14416. hit rate 0.34% among 340,000. potentiation, % at 10 µM. HEK293 T-REx D2, calcium flux, EC20 dopamine potentiation;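 active = potentiation over 3 SD above the plate norm, cut at about 30% in these data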; also: 0% is about no effect
Target sequence (P14416 whole entry, looked up): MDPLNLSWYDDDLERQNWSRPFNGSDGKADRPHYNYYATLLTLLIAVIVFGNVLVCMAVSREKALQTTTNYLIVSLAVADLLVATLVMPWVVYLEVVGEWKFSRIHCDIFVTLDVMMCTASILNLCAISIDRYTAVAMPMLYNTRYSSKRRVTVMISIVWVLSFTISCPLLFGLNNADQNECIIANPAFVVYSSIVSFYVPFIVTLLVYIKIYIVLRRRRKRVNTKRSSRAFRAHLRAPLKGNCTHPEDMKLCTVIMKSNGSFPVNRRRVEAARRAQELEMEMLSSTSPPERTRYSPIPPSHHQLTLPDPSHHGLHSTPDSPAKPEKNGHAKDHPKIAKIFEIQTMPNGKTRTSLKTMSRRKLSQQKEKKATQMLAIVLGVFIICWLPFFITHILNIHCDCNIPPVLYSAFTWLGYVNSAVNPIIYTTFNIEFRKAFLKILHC
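Calcium flux readout, no-wash dye, 1 read/s. Inducible HEK293 Trex D2 line, overnight 30 C. Compound alone 180 s (agonist flags), then EC20 dopamine, another 180 s to score potentiation.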
TRHR agonist = activates the human TRH receptor. activation, % at 2 µM. TRHR cells, calcium flux fluo-8, FDSS agonist mode. hit rate 0.18% among 360,000. AID 493084. P34981; in the data active = activation above about 30%; also: 0% is about no effect
Target sequence (P34981 whole entry, looked up): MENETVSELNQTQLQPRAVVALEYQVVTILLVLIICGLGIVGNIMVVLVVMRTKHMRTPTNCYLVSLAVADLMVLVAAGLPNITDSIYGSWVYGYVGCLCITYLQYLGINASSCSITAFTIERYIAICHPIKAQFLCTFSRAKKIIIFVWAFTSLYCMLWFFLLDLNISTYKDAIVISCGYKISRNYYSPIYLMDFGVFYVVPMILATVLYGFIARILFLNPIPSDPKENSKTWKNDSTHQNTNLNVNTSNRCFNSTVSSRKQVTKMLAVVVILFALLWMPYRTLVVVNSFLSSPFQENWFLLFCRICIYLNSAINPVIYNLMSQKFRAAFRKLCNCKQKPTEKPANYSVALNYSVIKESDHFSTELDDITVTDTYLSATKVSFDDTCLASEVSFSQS
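In this calcium-flux screen, cells bearing human TRHR are dye-loaded with fluo-8, baselined for 10 cycles, then exposed to library compounds; positive kinetic calcium responses during the agonist phase mark hits, with TRH as control.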
D1 PAM = enhances dopamine response at the human D1 receptor. P21728. HEK293 TREx D1 cells, calcium flux, dopamine EC20 potentiation. potentiation, % at 10 µM. hit rate 0.036% among 360,000; in the data active = potentiation above about 30%; also: 0% is about no effect
TRHR enhancer = allosterically enhances the human TRH receptor | P34981 | enhancement, % at 2 µM | TRHR cells, fluo-8 calcium fluorescence, EC20 TRH enhancement | hit rate 0.66% among 360,000; in the data active = enhancement above about 30%; also: 0% is about no effect
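TRHR-expressing cells loaded with fluo-8 calcium dye were read kinetically (ex 480/em 530) during compound addition, then stimulated with an EC20 of TRH (10 nM final). Enhancement of the Gq-mediated intracellular calcium response was scored.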
D1 antag = human D1 dopamine receptor antagonism; activity change, negative = inhibition, % at 10 µM; hit rate 3.2% among 360,000; P21728; HEK293 TREx D1 cells, calcium flux, dopamine EC80; stronger effect = lower value; in the data active = activity change below about -30%; also: % is scaled to controls: 0 for no effect and ±100 for the full control effect
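HEK293 T-REx cells expressing inducible, force-coupled D1 receptor; no-wash Ca dye, 30–90 min RT. Cmpd → 180 s read at 1 Hz → EC80 DA → 180 s read.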
D1 agonist = agonists of human D1 dopamine receptor; P21728; hit rate 1% among 360,000; activation, % at 2 µM; HEK293 T-REx D1 cells, calcium flux, agonist mode; in the data active = activation above about 30%; also: 0% is about no effect
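Agonism was scored from calcium flux recorded over 180 s (1 read/s) after pintool compound addition, following a 10-cycle baseline. Cells were inducible force-coupled HEK293 TREx D1, plated overnight at 30 C and loaded with no-wash calcium dye.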
RXFP1 antagonist = antagonists of human relaxin receptor RXFP1 | AID 1259400 | Q9HBX9 | HEK293-RXFP1, relaxin-stimulated cAMP HTRF, 30 min; stronger effect = lower value | hit rate 0.59% among 350,000 | activity change, negative = inhibition, % at 57.5 µM;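 active = activity change of -60% or lower, but not beyond a set lower limit; inconclusive = change between -60% and -40%, or beyond the set limit; inactive = change above -40%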; also: % is scaled to controls: 0 for no effect and ±100 for the full control effect
RXFP1 ag = activates the human relaxin receptor RXFP1; Q9HBX9; HEK293T-RXFP1 cAMP TR-FRET, 30 min; response scale: percent of porcine relaxin response, buffer zero; Potency, µM (highest dose often 57.5 µM), for inactives: top-dose activation, usual class: activators; hit rate 0.3% among 370,000; AID 2676; also: potency is read from the fitted curve at half-maximal effect; % is scaled to controls: 0 for no effect and ±100 for the full control effect; nearly all actives have a fitted effect of over 60% in size; many of its hits are not listed in these tables
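cAMP rise read by TR-FRET after 30 min, 37C compound exposure (up to 58 uM) in RXFP1-transfected HEK293 cells with Ro 20174 present. EC50 from Hill-equation fits, with 29 nM porcine relaxin as 100% and buffer as basal.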
* = called active by the depositor; ? = inconclusive; . = not tested or not shown; & = joins results of further samples; [ ] = another dose, or the depositor's remark. Unless noted, calls follow the shape of the dose curve; as a rule, active = well fitted curve in the direction sought with a large enough effect; inconclusive = small, poorly fitted or top-dose-only effect, or another doubt; inactive = no such curve, though single readings can be large; an effect the other way counts as inactive or inconclusive. Some of the compounds tested. The share of hits here may be higher or lower than overall.

SMILES	Anesthetic bind	D2 PAM	TRHR agonist	D1 PAM	TRHR enhancer	D1 antag	D1 agonist	RXFP1 antagonist	RXFP1 ag
COCC(=O)NC1CCN(C(=O)Nc2ccc(Br)cc2)CC1	-8.5%	15.8	1.2	-2.4	1.7	0.2	1.6	3.0	-0.4%
O=C(NCCc1ccc(Cl)cc1)c1cccn1-c1nnc(N2CCCC2)s1	-22.7%	4.7	-0.3	-5.0	-4.1	-14.4	0.7	-15.1	-1.1%
COc1ccc(C(=O)NNC(=O)c2ccccc2[N+](=O)[O-])cc1Br	-5.3%	0.4	0.2	-6.1	-1.4	-2.7	3.6	1.4	4.9%
CC(=O)N1CCN(c2ccc(NCc3ccc(Br)o3)cc2)CC1	.	-0.3	-0.1	-2.1	0.0	.	-1.3	.	-1.8%
CC(=O)N1CCc2cc(Br)cc(S(=O)(=O)N3CCCCC3)c21	2.0%	-2.4	0.0	-0.7	4.3	8.2	-2.0	-11.1	1.5%
CCOC(=O)CCCNC(=O)COC(=O)c1cc2ccccc2cc1O	?	-8.8	-1.1	-3.3	-8.2	3.7	3.6	1.9	-1.5%
CC(C)(C)c1cc2nc(N)nc(N)n2n1	-4.2%	1.0	0.2	0.8	1.8	24.4	-0.3	-0.4	3.0%
CCn1c(SCC(=O)NC2CCCCC2)nnc1-c1cc2cccc(OC)c2o1	-22.3%	11.5	-1.1	-2.2	4.2	-4.2	-0.2	-9.2	3.3%
Cc1ncc([N+](=O)[O-])n1CC(=O)Nc1cc(Cl)ccc1Cl	-0.7%	3.1	0.2	6.2	-1.8	3.5	3.7	-0.2	0.5%
CC(C)c1nnc(NC(=O)CCC(=O)NC2CCCCCC2)s1	1.2%	0.5	0.5	-5.7	-0.5	11.7	1.5	-0.4	3.1%
CC(C)(C)OC(=O)N1CCC(NC(=O)c2ncn(Cc3ccccc3)c2C(=O)NC2CCN(C(=O)OC(C)(C)C)CC2)CC1	.	1.0	0.4	-4.4	-9.7	-10.6	1.7	.	0.0%
COC(=O)c1ccc(CSc2nnc(CNC(=O)COc3ccc(Cl)cc3)o2)o1	-13.8%	5.5	-1.1	-3.8	-3.2	0.4	1.0	-10.2	-2.9%
CC(C)[C@H](NC(=O)NC1CCN(Cc2ccccc2)CC1)C(=O)O	-9.0%	4.1	0.9	-3.0	0.1	7.0	4.1	3.3	0.3%
Cc1cc(C)cc(NC(=O)NN2C(C)CCCC2C)c1 (centres undefined)	?	-3.2	0.4	-2.1	-1.1	-11.6	21.1	-4.6	0.4%
NC(=O)C1CCN(C(=O)COc2ccc3ccc(=O)oc3c2)CC1	-10.2%	-14.2	0.5	2.5	8.8	19.0	2.5	.	0.4%
O=S(=O)(c1ccc(C(F)(F)F)cc1)N1CCN(CCOc2ccccc2)CC1	.	-23.9	1.1	-3.5	2.2	-38.8*	18.5	-10.9	-0.1%
CC(=O)N1CCc2cc(S(=O)(=O)CCC(=O)NCc3ccc(Cl)cc3)ccc21	-2.1%&-3.0%	-2.1&-6.8	-0.5&0.1	-3.0&-2.9	0.3&-0.8	-12.7&-1.3	11.3&1.1	14.2&0.4	1.0%&-1.1%
O=C(OCc1ccc(COC(=O)c2ccccn2)cc1)c1ccccn1	-13.6%	-5.6	0.2	-0.2	2.2	3.4	10.8	2.6	0.0%
Cc1cccc(C)c1OCC(=O)N(Cc1ccco1)C1CCS(=O)(=O)C1 (centres undefined)	-15.5%	-1.7	0.0	-6.6	19.8	-10.2	2.1	-3.2	-0.7%
O=C(CSc1ccc(Cl)cc1)Nc1ccccc1N1CCN(C(=O)c2ccccc2)CC1	-12.8%	-0.9	0.2	-3.2	-0.1	-17.9	2.0	-5.6	2.4%
CCC(COC)NCc1cn(-c2ccc(OC)cc2)nc1-c1cccc(F)c1 (centres undefined)	-15.7%	5.5	3.7	-5.7	2.6	-1.7	8.6	-0.5	0.1%
Clc1ccc2nc(-c3ccc(Cl)nc3)[nH]c2c1	-2.2%	-4.5	-0.1	-5.2	-3.5	-3.3	6.2	2.6	0.6%
COc1ccc2[nH]cc(CCNS(=O)(=O)c3ccc(NC(C)=O)cc3)c2c1	-4.8%	-3.1	1.1	1.1	0.0	4.3	-0.1	-7.9	-0.7%
O=C(Cc1ccc(Cl)cc1)Nc1ccc(NC(=O)c2ccccc2)cc1	4.2%	7.8	0.3	-1.3	-1.8	-2.6	1.0	-2.4	4.4%
CCc1nnc(NC(=O)CCC(=O)NCc2ccc(OC)cc2)s1	0.1%	.	0.4	3.1	-2.3	-1.5	2.4	-2.6	-0.6%
COc1ccc(CNC(=O)c2cc(-c3ccc(OC)c(OC)c3)nc3n[nH]c(-c4ccc(C)cc4)c23)cc1	-3.0%	-11.1	0.6	-3.2	-1.0	-16.8	4.3	-10.0	8.5%
COc1ccc(OC)c(CCNC(=O)c2cc3c(s2)-c2c(C)cccc2OC3)c1	306.1%[activator]	-16.8	0.2	0.2	7.3	-4.4	2.3	-5.5	3.0%
CCCCc1ccc(-n2c(Cc3cccs3)n[nH]c2=S)cc1	?	1.9	0.7	-1.3	-0.4	-4.2	1.5	?	1.5%
O=[N+]([O-])c1ccc(CSc2nnc(-c3cccnc3)o2)cc1	-9.3%	-9.3	-1.3	4.5	-2.6	7.1	6.7	2.7	6.2%
O=C(O)CC1(CC(=O)Nc2ccc3ccccc3n2)CCCCC1	-3.1%	-1.8	-0.3	-2.6	32.4*	2.4	0.8	-4.3	2.5%
O=C(Nc1nc2c(cc3c4c(cccc42)CC3)s1)c1ccccc1Cl	-13.2%	-4.2	0.4	-6.2	1.0	11.3	0.3	-11.2	-0.1%
Cc1c(C)c2ccc(OC(C)C(=O)N3CC[C@@]4(O)CCCC[C@H]4C3)c(C)c2oc1=O (some centres undefined)	-23.3%	13.0	-0.8	6.5	7.9	8.2	0.9	.	1.7%
COc1ccc(C)cc1NC(=O)COc1cc(=O)n(C)c2ccccc12	-6.8%	1.2	0.0	-2.6	3.4	-4.7	0.0	.	8.4%
Cc1ccc(S(=O)(=O)NCC(=O)N(CC2CCCO2)C(C(=O)NC2CCCC2)C(C)C)cc1 (centres undefined)	-7.2%	5.5	-0.5	-5.2	11.6	-18.9	1.4	5.5	9.4%
CCOc1ccc(C(=O)Nc2ccc(-c3nc4ccccc4[nH]3)cc2)cc1[N+](=O)[O-]	-8.5%	10.2	-0.1	-2.5	7.2	3.9	3.9	4.8	0.5%
COc1ccc(-c2cc3ccccc3nc2N)cc1OC	3.1%	2.8	0.3	-5.4	2.2	-38.1*	12.3	7.0	1.1%
CC(C)(C)C1CCC(C(=O)Nc2cccnc2)CC1 (centres undefined)	?	-9.6	1.3	-5.8	-1.3	-22.6	1.8	4.6	0.0%
COc1cc(CNCCO)ccc1OC1CCCC1	?	-9.0	1.5	-2.5	1.4	-6.4	3.8	-27.1	0.0%
COC(=O)/C=C/c1sc2nc(C)cc(C)c2c1N=CN(C)C	6.9%	-0.3	0.5	1.4	1.3	8.6	-0.2	-18.0	3.2%
COc1ccc(CC(=O)OCN2C(=O)c3ccccc3C2=O)cc1	-23.0%	-3.3	-0.1	-0.1	-0.2	-2.0	-0.4	-5.3	1.9%
CCOC(=O)c1cc(C)n(-c2ccccc2)c1C	-12.3%	-1.3	-0.9	-2.4	2.1	-5.3	-0.4	-12.6	-0.2%
CCN(CC)CCCNc1cc(-c2ccccc2)nc(C)n1	-10.4%	-12.2	-0.4	-0.5	-3.3	9.6	1.2	-6.1	0.3%
CCOC(=O)c1c(C)c(C#N)c2c3ccccc3ccn12	-11.1%	4.3	0.1	-4.5	-0.1	29.9	0.4	2.5	0.7%
CCOC(=O)CSc1nc2ccccc2c(=O)n1CC1CCC(C(=O)NCc2ccco2)CC1 (centres undefined)	-3.2%	0.0	-1.5	-1.2	1.5	-2.7	5.7	-3.7	-3.0%
CN1C(=O)NC(NS(=O)(=O)c2ccc(N)cc2)(C(F)(F)F)C1=O (centres undefined)	1.8%	0.8	0.1	3.4	2.7	-3.3	2.6	5.2	-0.4%
CCc1ccc(C2CC(=O)N3CN(c4ccccc4)CSC3=C2C#N)cc1 (centres undefined)	?	-8.2	0.0	-8.2	0.8	-16.5	-0.2	1.9	2.0%
C=CCn1c(SCc2ccccc2)nc(O)cc1=O	-21.1%	-1.6	0.8	0.0	-5.4	1.7	10.1	-10.5	2.4%
O=P(O)(CN1CCCCC1)CN1CCCCC1	0.4%	-6.6	0.0	2.1	4.2	4.6	2.2	.	-0.1%
C#CCNC(=O)C(C)c1ncc(C(F)(F)F)cc1Cl (centres undefined)	-2.0%	-14.1	1.5	0.3	-3.3	-0.7	1.4	-9.0	-0.6%
CC1CCC(NC(=O)CCN2C(=O)C3C4C=CC(C4)C3C2=O)CC1 (centres undefined)	-0.9%	6.7	0.1	-1.6	2.2	-3.0	-0.2	-11.8	-0.4%
O=C(Nc1cccc(C(=O)O)c1)/C(=C\c1ccc2c(c1)OCO2)NC(=O)c1ccccc1Cl	-16.5%	5.0	0.8	-10.3	-0.7	-6.8	0.0	-5.1	-1.5%
Cc1cc(O)c(C(=O)Nc2cccc(Cl)c2)c(=O)n1C	-6.8%	-8.0	0.2	0.8	-8.4	-14.1	2.9	14.9	0.2%
CNC(=S)N1CCN(S(=O)(=O)c2ccc3ccccc3c2)CC1	-21.3%	24.3	0.3	-1.1	-0.8	-4.9	10.0	-4.8	-1.2%
Cc1ccc(C(=O)NCc2nnc(SCC(=O)Nc3ccccc3)n2C)cc1	-2.3%	-5.1	-0.3	-3.7	0.4	3.0	-0.2	5.6	2.7%
CCS(=O)(=O)c1ccc(O)c(NC(=O)COc2ccc(Cl)cc2)c1	-5.4%	2.1	0.2	-10.7	4.2	-7.7	1.6	-8.6	1.4%
S=c1nc(-c2ccccc2)[nH]n1-c1ccccc1	-7.1%	-2.1	0.6	-7.7	3.7	-2.2	2.3	38.5	6.8%

Source: PubChem BioAssay
